# C diff growth = inhibitors of Clostridium difficile growth | hit rate 0.25% among 86,000 | growth activity, negative = inhibition, % at 16 µg/mL (by protocol) | Clostridium difficile clinical isolate growth, OD600, 24 h; active compounds read low | AID 1259249;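 active = mean growth activity at or below -80% and every replicate also at or below -80%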;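 note: 0% = DMSO wells and -100% = levofloxacin 16 µg/mL wells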
# GASC1 inh = inhibitors of human demethylase GASC-1 KDM4C; GST-KDM4C 2-372, H3K9me3 peptide, LANCE TR-FRET; inhibition, % at 12.5 µM; hit rate 0.15% among 96,000; AID 720574;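 active = mean replicate inhibition above about 25%, with at least 55% of replicates also reaching it, limit read from the data, passing the limit was not always enough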
# Target sequence (Q9H3R0 2-372 limits assumed): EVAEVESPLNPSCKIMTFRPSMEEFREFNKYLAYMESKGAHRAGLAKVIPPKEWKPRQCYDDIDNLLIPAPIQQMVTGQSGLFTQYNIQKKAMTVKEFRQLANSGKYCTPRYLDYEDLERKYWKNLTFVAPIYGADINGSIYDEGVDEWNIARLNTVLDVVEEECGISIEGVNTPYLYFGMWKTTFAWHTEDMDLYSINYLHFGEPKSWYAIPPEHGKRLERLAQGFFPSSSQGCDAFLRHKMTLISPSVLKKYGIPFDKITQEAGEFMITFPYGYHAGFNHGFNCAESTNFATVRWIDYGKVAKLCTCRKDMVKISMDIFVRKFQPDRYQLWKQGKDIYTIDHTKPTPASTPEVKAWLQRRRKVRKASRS
#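 Assay system: GST-GASC-1 enzyme fragment 2-372 | Amount: 10 nM enzyme | Medium: HEPES buffer, pH 7.5, plus ascorbate | Reagent: H3K9me3 peptide substrate, Fe(II), 2-oxoglutarate | Doses: Single-point compound screen | Incubation: 30 min demethylation and 1 h detection at room temperature | Measured by: LANCE TR-FRET, excitation 340 nm, emissions 618 and 671 nm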
# Tcruzi prolif = inhibitors of T. cruzi proliferation. hit rate 5.9% among 77,000. T. cruzi beta-gal in NIH3T3, GalScreen luminescence, 90 h. inhibition, % at 8.34 µM;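 active = mean inhibition above about 93%, with at least 55% of replicates each passing it, limit read from the data, passing the limit was not always enough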
# Pf Dd2 growth = inhibitors of Plasmodium falciparum Dd2 growth. P. falciparum Dd2 growth, SYBR Green, 72 h; active compounds read low. activity change, % at 10 µM. hit rate 2.3% among 94,000. AID 1159554; in the data active = activity change below about -80%
# Starred values were filed as active, the others as inactive; x = not tested or not shown; & = joins results of further samples.
canonical_smiles | C diff growth | GASC1 inh | Tcruzi prolif | Pf Dd2 growth
COCC(=O)Nc1ccc2c(c1)OC[C@H](C)N(C(=O)COC)C[C@@H](C)[C@H](OC)CN(C)C2=O | x | -0.2 | x | 33
C[C@@H]1CN([C@@H](C)CO)C(=O)c2cc(NC(=O)CCCN(C)C)ccc2O[C@H]1CN(C)Cc1ccncc1 | -2 | 16 | -2 | 7
C[C@H](CO)N1C[C@H](C)[C@@H](CN(C)Cc2cccnc2)Oc2cc(C3=CCCCC3)ccc2S1(=O)=O | -7 | -2.3 | x | -60
COCC(=O)N1CC2(CN(Cc3ccc(Cl)cc3)C2)c2c([nH]c3cc(OC)ccc23)[C@H]1CO | 0 | -1.1 | x | -10
O=C(C[C@@H]1C[C@@H]2c3cc(NC(=O)NC4CCCC4)ccc3O[C@@H]2[C@H](CO)O1)NC1CCCC1 | x | 2.9 | -3 | 0
O=C(C[C@@H]1CC[C@H](NC(=O)C2CCC2)[C@H](CO)O1)NC1CCCCC1 | 0 | -0.9 | x | x
C[C@@H]1CN([C@@H](C)CO)S(=O)(=O)c2ccc(-c3ccccc3)cc2O[C@@H]1CN(C)C(=O)c1ccccc1F | 5 | -0.7 | 95 | -21
C[C@H]1CN([C@@H](C)CO)C(=O)c2cccc(NC(=O)C3CCCCC3)c2O[C@H]1CN(C)Cc1ccc(Cl)c(Cl)c1 | x | 1.8 | 85 | 2
C[C@@H]1CN([C@H](C)CO)C(=O)CCCn2nncc2CO[C@H]1CN(C)S(=O)(=O)c1ccc2ccccc2c1 | 3 | 0.4 | 2&3 | 3&6
OC[C@H]1[C@@H](c2ccc(C3=CCCC3)cc2)[C@@H]2CN(Cc3ccncc3)CCCCN12 | 0 | 0.6 | 57 | 8
Cc1noc(C)c1S(=O)(=O)Nc1ccc2c(c1)CC(=O)N([C@H](C)CO)C[C@H](C)[C@H](CN(C)C(=O)Nc1ccc3c(c1)OCO3)O2 | -3 | -0.2 | 12 | -8
C[C@H]1CN([C@@H](C)CO)C(=O)c2cccc(NS(=O)(=O)c3ccccc3)c2O[C@@H]1CN(C)C(=O)Nc1ccc(F)cc1 | 4 | 1.0 | -25 | 17

# Compound profiles, as listed above. Order of screens: C diff growth | GASC1 inh | Tcruzi prolif | Pf Dd2 growth
# Cc1noc(C)c1S(=O)(=O)Nc1ccc2c(c1)CC(=O)N([C@H](C)CO)C[C@H](C)[C@H](CN(C)C(=O)Nc1ccc3c(c1)OCO3)O2 is entered as -3 | -0.2 | 12 | -8
# C[C@@H]1CN([C@@H](C)CO)C(=O)c2cc(NC(=O)CCCN(C)C)ccc2O[C@H]1CN(C)Cc1ccncc1 is entered as -2 | 16 | -2 | 7

# More results
canonical_smiles | C diff growth | GASC1 inh | Tcruzi prolif | Pf Dd2 growth
COCC(=O)Nc1ccc2c(c1)OC[C@@H](C)N(C(C)=O)C[C@@H](C)[C@H](OC)CN(C)C2=O | -2 | -0.6 | -45 | x
COCC(=O)Nc1ccc2c(c1)OC[C@@H](C)N(C(C)=O)C[C@H](C)[C@@H](OC)CN(C)C2=O | -1 | 0.1 | -19 | x
C[C@@H]1CN([C@@H](C)CO)C(=O)Cc2cc(NC(=O)Nc3ccc4c(c3)OCO4)ccc2O[C@@H]1CN(C)CC1CCCCC1 | -3 | 6.7 | -27 | -8
C[C@@H]1CN([C@@H](C)CO)S(=O)(=O)c2ccc(C#CC3CC3)cc2O[C@@H]1CN(C)C(=O)C1CCCCC1 | 9 | -1.0 | 100* | -16
O=C(Nc1ccc(Cl)cc1)N[C@H]1CC[C@@H](CCNC(=O)c2cc(Cl)cc(Cl)c2)O[C@@H]1CO | 8 | 0.0 | x | 20
C[C@H](CO)N1C[C@H](C)[C@H](CN(C)S(=O)(=O)c2cn(C)cn2)Oc2ccc(N(C)C)cc2CC1=O | 5 | 3.8 | 16 | -3
C[C@@H]1CN([C@@H](C)CO)S(=O)(=O)c2ccc(C#CC3CC3)cc2O[C@H]1CN(C)S(C)(=O)=O | 2 | 1.6 | x | -27
CCC(=O)N1CC2(C1)CN(Cc1ccccc1Cl)[C@@H](CO)c1[nH]c3cc(OC)ccc3c12 | -4 | -0.3 | x | -91*
COc1ccc(C#Cc2cnc3c(c2)C(=O)N([C@@H](C)CO)C[C@H](C)[C@H](CN(C)C(=O)Nc2cccc(OC)c2)O3)cc1 | 17 | -0.4 | 58 | -37
C[C@@H]1CN([C@@H](C)CO)C(=O)c2cc(Br)cnc2O[C@H]1CN(C)CC1CCOCC1 | 7 | 0.9 | -13 | 21
CN(C)CCCNC(=O)C[C@H]1CC[C@H]2[C@H](COc3ccc(NS(C)(=O)=O)cc3C(=O)N2C)O1 | 34 | 0.8 | 12 | 29
CS(=O)(=O)N1[C@@H]2c3cccc(=O)n3C[C@H]1[C@H](CO)[C@H]2C(=O)NCc1ccc(F)cc1 | 1 | -3.9 | 13 | 15
C[C@H](CO)N1C[C@H](C)[C@@H](CN(C)S(C)(=O)=O)Oc2cc(C3=CCCC3)ccc2S1(=O)=O | x | 1.8 | 4 | 17
COc1ccc(NC(=O)Nc2ccc3c(c2)[C@H]2C[C@@H](CC(=O)NCc4ccccn4)O[C@H](CO)[C@H]2O3)cc1 | 5 | 0.7 | 24 | 12
O=C(C1CCC1)N1C[C@@H]2[C@H](c3ccccc31)[C@@H](CO)N2C(=O)Nc1cccc(F)c1 | 6 | 1.4 | 0 | 15
CO[C@@H]1CN(C)C(=O)c2cc(NC(=O)Nc3ccccc3F)ccc2OC[C@@H](C)N(Cc2ccccc2C(=O)O)C[C@@H]1C | x | -1.3 | x | 22
C[C@H]1CN([C@@H](C)CO)C(=O)c2cc(-c3ccc(C#N)cc3)cnc2O[C@H]1CN(C)Cc1ccncc1 | -1 | 2.6 | 12 | 9
C[C@@H]1CCCCO[C@H](CN(C)C)[C@H](C)CN([C@H](C)CO)C(=O)c2cc(NC(=O)Nc3cccc4ccccc34)ccc2O1 | 5 | -0.5 | 79 | -86*
C[C@H](CO)N1C[C@H](C)[C@@H](CN(C)Cc2ccc(C(F)(F)F)cc2)Oc2c(NS(C)(=O)=O)cccc2C1=O | 1 | 0.9 | 35 | 3
C[C@H]1CN([C@@H](C)CO)S(=O)(=O)c2ccc(-c3ccc(C(=O)N(C)C)cc3)cc2O[C@H]1CN(C)C | 2 | 0.6 | -74 | 17
C[C@H](CO)N1C[C@H](C)[C@@H](CN(C)Cc2ccccc2C(=O)O)Oc2ncc(C3=CCCC3)cc2C1=O | -6 | 2.7 | 53 | 50
C[C@@H]1CN([C@H](C)CO)C(=O)Cc2cc(NC(=O)c3ccncc3)ccc2O[C@@H]1CN(C)Cc1ccc(C(=O)O)cc1 | -1 | -1.2 | x | 18
C[C@H](CO)N1C[C@H](C)[C@H](CN(C)Cc2ccc(C(=O)O)cc2)Oc2c(NS(C)(=O)=O)cccc2C1=O | -4 | 0.6 | 36 | 25
CCNC(=O)Nc1ccc2c(c1)C(=O)N(C)[C@@H]1CC[C@H](CC(=O)NCc3ccccc3F)O[C@H]1CO2 | 9 | -0.2 | 7 | -17

# Some of these compounds in order of number of heavy atoms, smallest number first:
canonical_smiles | C diff growth | GASC1 inh | Tcruzi prolif | Pf Dd2 growth
C[C@H]1CN([C@@H](C)CO)S(=O)(=O)c2ccc(-c3ccc(C(=O)N(C)C)cc3)cc2O[C@H]1CN(C)C | 2 | 0.6 | -74 | 17
C[C@H](CO)N1C[C@H](C)[C@@H](CN(C)Cc2ccc(C(F)(F)F)cc2)Oc2c(NS(C)(=O)=O)cccc2C1=O | 1 | 0.9 | 35 | 3
C[C@@H]1CCCCO[C@H](CN(C)C)[C@H](C)CN([C@H](C)CO)C(=O)c2cc(NC(=O)Nc3cccc4ccccc34)ccc2O1 | 5 | -0.5 | 79 | -86*

# The results go on.
canonical_smiles | C diff growth | GASC1 inh | Tcruzi prolif | Pf Dd2 growth
Cc1noc(C)c1NC(=O)N(C)C[C@H]1Oc2ccc(NC(=O)C3CC3)cc2C(=O)N([C@@H](C)CO)C[C@H]1C | 0 | 0.4 | 80 | 8
C[C@@H]1CCCCO[C@@H](CN(C)S(=O)(=O)c2ccccc2)[C@@H](C)CN([C@H](C)CO)C(=O)c2cc(NC(=O)Cc3ccccc3)ccc2O1 | x | 0.3 | x | -54
CCCNC(=O)C[C@@H]1CC[C@H]2[C@H](COc3ccc(NC(=O)c4ccccc4)cc3C(=O)N2C)O1 | -9 | -1.2 | 28 | -3
O=C(C[C@@H]1CC[C@@H](NC(=O)CC2CC2)[C@@H](CO)O1)NCC(F)(F)F | x | 1.5 | 36 | -8
O=C(C[C@@H]1C[C@H]2c3cc(NC(=O)NC4CCCC4)ccc3O[C@H]2[C@@H](CO)O1)NCc1ccc(Oc2ccccc2)cc1 | 2 | 0.6 | x | -5
O=C(CN1CCOCC1)N[C@@H]1CC[C@@H](CCNC(=O)Nc2cc(F)ccc2F)O[C@H]1CO | x | -2.1 | -11 | -2
C[C@H](CO)N1C[C@H](C)[C@@H](CN(C)C(=O)C2CCCCC2)OCCCC[C@H](C)Oc2ccc(NC(=O)c3ccncc3)cc2C1=O | -2 | -0.2 | 33 | 24
C[C@@H]1CN([C@@H](C)CO)S(=O)(=O)c2ccc(C#Cc3ccc(F)cc3)cc2O[C@@H]1CN(C)C(=O)NC1CCCCC1 | 0 | 3.3 | 82 | 28
CO[C@H]1CN(C)C(=O)c2ccc(NS(=O)(=O)c3cccc(Cl)c3)cc2OC[C@@H](C)NC[C@@H]1C | x | -0.3 | 97* | 20
CO[C@H]1CN(C)C(=O)c2cc(NC(C)=O)ccc2OC[C@H](C)N(Cc2ccc(F)cc2)C[C@H]1C | x | 0.7 | -33 | 4
C[C@H](CO)N1C[C@H](C)[C@@H](CN(C)C(=O)Nc2cccc3ccccc23)Oc2c(NC(=O)C3CC3)cccc2C1=O | -2 | 1.2 | 21 | 16
CO[C@H]1CN(C)C(=O)c2ccc(NC(=O)Nc3cccc(Cl)c3)cc2OC[C@H](C)NC[C@H]1C | x | -4.5 | -10 | -37
C[C@@H]1CCCCO[C@H](CN(C)CC2CC2)[C@H](C)CN([C@@H](C)CO)C(=O)c2cc(NC(=O)NC3CCCCC3)ccc2O1 | x | -0.1 | 19 | -54
Cc1noc(C)c1NC(=O)N(C)C[C@H]1Oc2c(cccc2N(C)C)C(=O)N([C@@H](C)CO)C[C@@H]1C | 3 | 1.4 | 35 | -18
Cc1ccc(S(=O)(=O)Nc2cccc3c2O[C@@H](CN(C)Cc2ccc(C(=O)O)cc2)[C@@H](C)CN([C@@H](C)CO)C3=O)cc1 | -6 | 1.5 | 0 | 9
Cc1ccc(S(=O)(=O)Nc2ccc3c(c2)C(=O)N([C@@H](C)CO)C[C@@H](C)[C@@H](CN(C)S(=O)(=O)c2ccccc2)OCCCC[C@H](C)O3)cc1 | -5 | x | 97* | -75
CCC(=O)N1[C@H](CNC(=O)CN(C)C)[C@H](c2ccc(C3=CCCC3)cc2)[C@@H]1CO | 1 | -0.2 | -10 | 2
O=C(NCC1CC1)[C@@H]1[C@@H](CO)[C@@H]2Cn3c(ccc(-c4ccccc4)c3=O)[C@H]1N2C(=O)C1CC1 | -3 | -1.0 | 39 | 7
C[C@H](CO)N1C[C@H](C)[C@H](CN(C)C(=O)Nc2ccc(C(F)(F)F)cc2)Oc2ccc(NC(=O)Cc3cn(C)c4ccccc34)cc2C1=O | 2 | 0.2 | 51 | -42
Cc1noc(C)c1NC(=O)N(C)C[C@H]1OCc2ccccc2-c2c(n(C)c3ccccc23)C(=O)N([C@@H](C)CO)C[C@H]1C | -4 | 0.2 | -5 | -9
COc1ccccc1CNC(=O)C[C@@H]1CC[C@H]2[C@@H](COc3ccc(NC(C)=O)cc3C(=O)N2C)O1 | 18 | -1.8 | -33 | -37
COc1ccc(S(=O)(=O)N(C)C[C@@H]2Oc3ccc(NC(=O)Nc4c(C)noc4C)cc3C(=O)N([C@@H](C)CO)C[C@@H]2C)cc1 | -1 | -1.7 | 37 | 11
CCC(=O)N(C)C[C@H]1Oc2cc(C#Cc3ccccn3)ccc2S(=O)(=O)N([C@H](C)CO)C[C@H]1C | -1 | 0.2 | -7 | x
Cc1noc(C)c1NC(=O)N(C)C[C@H]1Oc2ccc(NC(=O)Nc3ccccc3)cc2C(=O)N([C@@H](C)CO)C[C@@H]1C | 7 | 0.4 | -18 | 25
CN1CCN(C(=O)C[C@H]2CC[C@H]3[C@H](COc4ccc(NC(=O)C5CCCCC5)cc4C(=O)N3C)O2)CC1 | 15 | -1.1 | -12 | 10
C[C@@H]1CN([C@H](C)CO)C(=O)c2cccc(NS(=O)(=O)c3ccccc3)c2O[C@@H]1CN(C)Cc1ccc2c(c1)OCO2 | -2 | -1.7 | 7 | 7
CO[C@@H]1CN(C)C(=O)c2cc(NS(=O)(=O)c3ccccc3)ccc2OC[C@@H](C)N(C(=O)NC(C)C)C[C@H]1C | x | 0.4 | 2 | -7
CCS(=O)(=O)Nc1ccc2c(c1)C(=O)N(C)[C@@H]1CC[C@@H](CC(=O)N3CCOCC3)O[C@@H]1CO2 | 1 | 2.1 | 53 | 8
N#C[C@@H]1[C@H](c2ccccc2-c2ccccc2)[C@H](CO)N1C(=O)Cc1ccncc1 | -1 | -0.7 | x | -10
CNC[C@@H]1OCCCC[C@@H](C)Oc2ccc(NC(=O)Nc3ccc(F)cc3)cc2C(=O)N([C@H](C)CO)C[C@@H]1C | 6 | -0.5 | -12 | x
CCC(=O)N1CCCCN2[C@H](CO)[C@H](c3ccc(-c4cccc(C#N)c4)cc3)[C@H]2C1 | -2 | 1.8 | 93 | 16
